# NS5 inhibitors – Dengue-2 NS5 methyltransferase inhibitors, primary screen, biochemical, confirmation dose response (AID 588689); Dengue-2 NS5 methyltransferase capping enzyme assay, biochemical; higher % means a stronger effect; one-dose inhibition, % at 25 µM; IC50 in µM for titrated hits; actives 0.3% (n = 340,000); in the data active = a potency from the dose series; inconclusive = inhibition above about 29% without an active follow-up result
# Rac1 GTP hydrolysis – MgcRacGAP GTPase-activating activity inhibitors, confirmation, biochemical, ADP Hunter fluorescence | inhibition, % at 30 µM, or IC50 in µM where a hit was titrated | actives 0.6% (n = 340,000) | MgcRacGAP-stimulated Rac1 GTP hydrolysis, ADP Hunter fluorescence; higher % means a stronger effect; GST-tagged Rac1 F28L mutant substrate | AID 624330;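 active = first-screen hits whose inhibition reached a set limit at any dose in the follow-up dose series; inconclusive = inhibition above the set first-screen limit but never retested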;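 note: fluorescence reports GDP produced by GAP-driven GTP hydrolysis; strong numbers were not always called active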
# RSV antiviral HEp-2 – inhibition of RSV-induced cytopathic effect – HEp-2 cells, primary 10 µM value included (AID 2391) | CPE inhibition, % at 10 µM; hits with a dose series show IC50 in µM | HEp-2 cells, RSV-induced CPE inhibition; higher % means a stronger effect | actives 0.13% (n = 310,000); in the data active = a potency from the dose series; inconclusive = CPE inhibition mostly from about 23% at the one dose, without a potency; inactive = the rest, 99 in 100 with CPE inhibition below about 21%; note: strong numbers were not always called active
# GPR35 arrestin U2OS – inhibition of zaprinast-stimulated GPR35 beta-arrestin translocation – imaging, U2OS, beta-arrestin-GFP, zaprinast agonist, primary screen (AID 2058); actives 0.052% (n = 290,000); U2OS GPR35 beta-arrestin-GFP translocation imaging, zaprinast antagonism; higher % means a stronger effect; inhibition, % at 10 µM; hits with a dose series show IC50 in µM;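 active = inhibition of at least 50% with at least 30 cells and total cytoplasm GFP at most 10,000,000; inconclusive = under 30 cells or total GFP of 10,000,000 plus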
# PhoP inhibition – inhibitors of PhoP regulon expression, primary screen, Salmonella Typhimurium, GFP reporter (AID 1863) | S. Typhimurium PhoP-regulated promoter GFP reporter, 4 h; higher % means a stronger effect | one-dose inhibition, % at 50 µM; IC50 in µM for titrated hits | actives 0.16% (n = 300,000);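 active = inhibition over 29.93%, a cutoff 3 SD above the screen mean, later confirmed by dose response; inconclusive = inhibition over 29.93% but no dose response follow-up; inactive = inhibition at most 29.93% or unconfirmed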;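 note: 0% = low Mg2+ inducing control and 100% = high Mg2+ repressing control; strong numbers were not always called active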
# HIV fusion peptide – cell-free HIV fusion peptide-binding blockers – biochemical, uHTS, fluorescence dequenching, primary screen (AID 1986). cell-free peptide binding, fluorescence dequenching, 30 min; higher % means a stronger effect. one-dose inhibition, % at 20 µM; IC50 in µM for titrated hits. actives 0.3% (n = 290,000); in the data active = inhibition mostly above about 52%, no sharp cut-off; inactive = mostly below about 76%; note: some results filed as inactive read as strong as hits
# GPR55 LPI antagonism – inhibition of LPI-stimulated GPR55 beta-arrestin translocation – imaging, U2OS, beta-arrestin-GFP, LPI agonist, primary screen (AID 2013). U2OS GPR55 beta-arrestin-GFP translocation imaging, LPI antagonism; higher % means a stronger effect. inhibition, % at 10 µM; hits with a dose series show IC50 in µM. actives 0.13% (n = 290,000);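 active = spots per cell inhibited over 60%, with over 100 cells counted and total cytoplasm intensity under 500,000; inconclusive = wells with under 100 cells, flagged as likely toxic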;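 note: U2OS cells stably carrying GPR55 and arrestin-GFP stimulated by 5 µM LPI near EC80; imaged beta-arrestin-GFP aggregate spots per cell after agonist stimulation; plate controls were LPI-stimulated DMSO wells for no effect and DMSO wells without LPI for full effect; some results filed as inactive read as strong as hits; confirmed hits need IC50 under 10 µM and bright autofluorescent wells are also inconclusive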
# Large T inhibition – TAg ATPase/helicase activity blockers – biochemical (AID 1903) | SV40 large T antigen ATPase/helicase inhibition assay; higher % means a stronger effect | inhibition, % at 20 µM, or IC50 in µM where a hit was titrated | actives 0.39% (n = 310,000); in the data active = a potency from the dose series; inconclusive = inhibition mostly from about 32% at the one dose, without a potency; inactive = the rest, 99 in 100 with inhibition below about 32%; note: strong numbers were not always called active
# K1F lysis inhibition – protection from phage-mediated lysis, alamar blue read-out – E. coli UTI89, K1F phage, bacterial capsule biogenesis inhibitors (AID 488966). E. coli UTI89 K1F phage lysis, alamar blue, 2 h; higher % means a stronger effect. actives 0.02% (n = 340,000). inhibition, % at 100 µM; hits with a dose series show IC50 in µM;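 active = phage lysis inhibition, versus mean bacterial control, above a set limit; inconclusive = no clear call, values can overlap the other calls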;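 note: capsule biogenesis inhibitors block K1F phage lysis so surviving cells raise fluorescence; higher fluorescence means more inhibition of phage lysis; actives were called in the ten point dose series up to 300 µM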
# NS5 inhibitors pilot replicate – second read-out of NS5 inhibitors, no call of its own (marks repeat the call); inhibition, %; measured here: pilot screen replicate inhibition
# Active calls of the source: *; ? = inconclusive; . = no result given; [ ] = another dose, or the depositor's remark.
SMILES,NS5 inhibitors,Rac1 GTP hydrolysis,RSV antiviral HEp-2,GPR35 arrestin U2OS,PhoP inhibition,HIV fusion peptide,GPR55 LPI antagonism,Large T inhibition,K1F lysis inhibition,others
O=C(Cc1ccccc1)N1CCN(c2ccc([N+](=O)[O-])cc2)CC1,-6%,6%,1.6%,4%,-3%,1.3%,0%,17%,1.0%[50 µM],
COc1ccc(OC)c(-c2[nH]nc3c2C(c2ccco2)C(C#N)=C(N)O3)c1 (centres undefined),21%,11%,0.1%,10%,0%,12%,8%,18%,-0.1%,
Cc1nn(Cc2cccc(F)c2)c(C)c1NC(=O)c1ccc(COc2ccccc2Cl)cc1,-2%,-2%,5.2%,-4%,8%,-1.1%,25%,20%,0.1%,
NS(=O)(=O)c1ccc(CCNC(=O)CSc2ncnc3ccccc23)cc1,-9%,6%,0.8%,-6%,-3%,0.7%,3%,2%,0.1%,
Cc1onc(-c2ccccc2Cl)c1C(=O)N1CCCCC1,-9%,3%,2.1%,9%,-3%,-0.6%,12%,14%,0.7%,
FC(F)(F)Oc1ccc(Nc2nc(N3CCOCC3)nc(N3CCOCC3)n2)cc1,-4%,11%,1.5%,6%,-8%,1.1%,12%,10%,0.2%,
CCC(C)c1ccccc1NC(=O)CN(C)CC(=O)Nc1ccccc1SC (centres undefined),-7%,4%,2.0%,1%,0%,-0.5%,9%,10%,0.1%,
CCOC(=O)C1CCN(C(=O)COc2ccc(S(=O)(=O)NC(C)C)cc2)CC1,-3%,4%,0.4%,-12%,15%,4.0%,2%,-1%,0.0%[50 µM],
Cc1ccc(NC2=NC(c3ccccc3)n3c(nc(C)cc3=O)N2)cc1 (centres undefined),-7%,6%,2.6%,-6%,-1%,-0.4%,0%,6%,0.1%,
COc1nc(/C=C/N(C)C)c([N+](=O)[O-])c(OC)n1,11%,15%,2.8%,11%,-2%,-2.0%,-2%,7%,0.1%,
OCC[C@@H]1C[C@H](O)[C@@H](O)[C@]2(Cc3ccccc3CCO2)O1,12%,-4%,0.5%,-3%,4%,2.2%,2%,2%,-1.1%,
COc1ccc(-c2csc(NC(=O)c3ccccc3C(=O)O)n2)cc1,-2%,10%,1.9%,-1%,-6%,2.5%,4%,9%,-0.1%,
CN(C)CCC(O)(c1ccccc1)c1ccccc1,-1%,9%,-1.7%,-3%,-3%,-2.3%,-4%,-3%,0.2%,
CC(=O)Nc1nc(SCC(=O)Nc2nnc(C)s2)[nH]c(=O)c1NC(=O)c1cccs1,-5%,8%,0.1%,-9%,-3%,0.8%,-3%,3%,0.1%,
CC1(C)CC(=O)C(CC2C(=O)CC(C)(C)CC2=O)C(=O)C1,-26%,13%,1.0%,1%,-8%,1.1%,-7%,7%,0.8%,
O=C(Nc1ncc2c(n1)-c1ccccc1CC2)c1ccccc1,0%,5%,2.6%,1%,-4%,-1.9%,6%,4%,0.2%,NS5 inhibitors pilot replicate=-3.3
COCCC(=O)N1CCC(Oc2ccc(C(=O)N3CCCC(COC)C3)cc2)CC1 (centres undefined),-1%,9%,.,-2%,.,1.0%,-1%,.,1.9%[50 µM],
O=C(c1ccc2c(c1)OCO2)C1CCCN(Cc2ccc(OC(F)F)cc2)C1 (centres undefined),3%,-5%,8.5%,12%,-2%,-2.9%,12%,5%,-0.1%,
Cc1ccc(C)c(N)c1,3%,6%,0.2%,.,.,.,.,.,-0.2%,
COC(=O)c1ccccc1NC(=O)COc1ccc(S(=O)(=O)NC(C)C)cc1,-14%,3%,4.6%,-1%,1%,-2.2%,0%,-1%,0.0%,
CCN1C(=O)C2(C(C(=O)c3cc4ccccc4o3)=C(O)C(=O)N2CCCN(C)C)c2ccccc21 (centres undefined),.,.,.,-3%,0%,0.5%,2%,52µM*,.,
COc1cccc(-n2cc(CNCc3c(C(=O)N(C)C)nc4ccc(Cl)cn34)cn2)c1,4%,12%,-0.7%,2%,-11%,0.3%,0%,14%,0.2%,
CN(CC(=O)Nc1c(Cl)cccc1Cl)C(=O)CC1OC(=O)c2ccccc21 (centres undefined),-8%,3%,0.6%,.,.,.,.,.,1.0%[50 µM],
Cc1ccccc1NCC(=O)N/N=C/c1c[nH]c2ccccc12,6%,11%,5.3%,-7%,-7%,-3.7%,1%,13%,0.4%,
COc1cc(C(C#N)N2CCOCC2)ccc1O (centres undefined),0%,-1%,-0.1%,-13%,5%,10%,-13%,12%,0.1%,
CCCCn1c(N)c(N(CC(C)C)C(=O)C2CCN(c3ncnc4sc(C)c(C)c34)CC2)c(=O)[nH]c1=O,-3%,4%,8.1%,.,-4%,.,.,12%,0.0%[50 µM],
COc1ccc(C(=O)NCc2nnc(SCC(=O)NO)n2Cc2ccccc2)cc1,5%,1%,-0.7%,-4%,0%,2.0%,7%,4%,0.2%,
CCOc1ccc(NC(=O)COC(=O)CC2CCCCC2)cc1,7%,1%,2.0%,.,.,.,.,.,0.1%[50 µM],
CC1(C)CC(=O)C2=C(C1)OC(N)=C(C#N)[C@@H]2c1ccccc1[N+](=O)[O-],?,1%,.,1%,-19%,22%,1%,17%,-1.2%,
COC(=O)c1ccc(CN2CCC(n3nccc3NC(=O)C3CCCC3)CC2)cc1,2%,3%,0.5%,2%,16%,0.7%,4%,20%,-0.1%,

# An excerpt from above in order of length of the SMILES, smallest number first:
SMILES,NS5 inhibitors,Rac1 GTP hydrolysis,RSV antiviral HEp-2,GPR35 arrestin U2OS,PhoP inhibition,HIV fusion peptide,GPR55 LPI antagonism,Large T inhibition,K1F lysis inhibition,others
COc1ccc(C(=O)NCc2nnc(SCC(=O)NO)n2Cc2ccccc2)cc1,5%,1%,-0.7%,-4%,0%,2.0%,7%,4%,0.2%,
CC1(C)CC(=O)C2=C(C1)OC(N)=C(C#N)[C@@H]2c1ccccc1[N+](=O)[O-],?,1%,.,1%,-19%,22%,1%,17%,-1.2%,
CCCCn1c(N)c(N(CC(C)C)C(=O)C2CCN(c3ncnc4sc(C)c(C)c34)CC2)c(=O)[nH]c1=O,-3%,4%,8.1%,.,-4%,.,.,12%,0.0%[50 µM],

# Next part
SMILES,NS5 inhibitors,Rac1 GTP hydrolysis,RSV antiviral HEp-2,GPR35 arrestin U2OS,PhoP inhibition,HIV fusion peptide,GPR55 LPI antagonism,Large T inhibition,K1F lysis inhibition,others
Fc1ccc(-c2cc(C(F)(F)F)nc(-n3cncn3)n2)cc1,-4%,11%,0.4%,-7%,-8%,1.7%,9%,5%,0.9%,
Cc1ccc(-n2nnnc2SCC(=O)c2c(N)n(CC(C)C)c(=O)n(C)c2=O)cc1,-7%,6%,0.6%,-10%,4%,1.4%,12%,-2%,7.7%,
CCOC(=O)C(NC(C)=O)(N1CCOCC1)C(F)(F)F (centres undefined),.,.,1.9%,-6%,16%,-2.7%,2%,4%,.,
CC(c1ccccn1)N(CCN(C)C)C(=S)Nc1cccc(F)c1 (centres undefined),-1%,1%,-1.7%,10%,-16%,-2.4%,5%,16%,0.9%,
O=C(Cn1c(=O)n(-c2ccccc2)c(=O)c2sccc21)N1CCCC1,7%,6%,0.1%,18%,-3%,0.8%,6%,-2%,5.7%,
CCCc1c(C(=O)N/N=C/c2ccc(C)s2)nnn1-c1nonc1N,5%,5%,2.5%,-9%,-3%,0.3%,-1%,10%,0.5%,
COc1cccc(N2CCN(Cc3nc4ccccc4c(=O)[nH]3)CC2)c1,-7%,7%,0.9%,0%,2%,-1.9%,0%,3%,0.5%,
Cc1noc(C)c1S(=O)(=O)N1CCCC1C(=O)O (centres undefined),-6%,4%,0.9%,-10%,6%,0.4%,-2%,5%,0.5%,
N#Cc1ccccc1NC(=O)Nc1cccc(Cl)c1,-10%,3%,0.5%,3%,-2%,-0.7%,1%,5%,0.2%,
COc1ccccc1CNS(=O)(=O)c1c(C)noc1C,2%,10%,1.5%,9%,-6%,-2.1%,3%,7%,3.3%,
COc1ccc(C(=O)Cn2c(C)nc([N+](=O)[O-])c2Br)cc1,-12%,2%,1.8%,5%,-4%,1.5%,11%,9%,0.2%,
CN(Cc1nc(-c2ccccn2)no1)S(=O)(=O)c1ccccc1,-6%,4%,0.8%,-7%,3%,-1.3%,-8%,-3%,0.6%,
O=C(CCNC(=O)c1ccc(Cl)cc1)Nc1ccccc1N1CCCC1,8%,8%,-1.6%,.,-5%,.,.,31%,-0.7%,
O=C(NCC1CCN(S(=O)(=O)c2ccccc2)CC1)Nc1ccccc1,-11%,10%,1.4%,6%,6%,0.0%,8%,7%,4.2%,

# Molecules listed so far containing a Cl atom, in the order listed:
SMILES,NS5 inhibitors,Rac1 GTP hydrolysis,RSV antiviral HEp-2,GPR35 arrestin U2OS,PhoP inhibition,HIV fusion peptide,GPR55 LPI antagonism,Large T inhibition,K1F lysis inhibition,others
Cc1nn(Cc2cccc(F)c2)c(C)c1NC(=O)c1ccc(COc2ccccc2Cl)cc1,-2%,-2%,5.2%,-4%,8%,-1.1%,25%,20%,0.1%,
Cc1onc(-c2ccccc2Cl)c1C(=O)N1CCCCC1,-9%,3%,2.1%,9%,-3%,-0.6%,12%,14%,0.7%,
COc1cccc(-n2cc(CNCc3c(C(=O)N(C)C)nc4ccc(Cl)cn34)cn2)c1,4%,12%,-0.7%,2%,-11%,0.3%,0%,14%,0.2%,
CN(CC(=O)Nc1c(Cl)cccc1Cl)C(=O)CC1OC(=O)c2ccccc21 (centres undefined),-8%,3%,0.6%,.,.,.,.,.,1.0%[50 µM],
N#Cc1ccccc1NC(=O)Nc1cccc(Cl)c1,-10%,3%,0.5%,3%,-2%,-0.7%,1%,5%,0.2%,
O=C(CCNC(=O)c1ccc(Cl)cc1)Nc1ccccc1N1CCCC1,8%,8%,-1.6%,.,-5%,.,.,31%,-0.7%,
